# Source: PubChem BioAssay (several laboratories)
# MEKK2wt PB1 HTS = raises or lowers MEK5 binding to wildtype human MEKK2 PB1 domain. Q9Y2U5. actives 1.1% (n = 290,000). binding response (% of control), % at 10 µM. bead flow cytometry, Alexa488-MEK5 binding to MEKK2 WT; actives lie on both sides; in the data active = binding response below about 67% or above about 130%
# OXTR agonist = activates the human oxytocin receptor; P30559; CHO-OTR cells, Fluo-8 calcium fluorescence; normalized: DMSO 0%, oxytocin 100%; activation, % at 3 µM; actives 0.32% (n = 320,000); AID 2435;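 active = activation above the mean of all tested compounds plus 3 SD, cutoff set per screening run, cut at about 20% in these data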;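 note: peak over basal fluorescence ratio from a 100 s FLIPR kinetic read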
# V1R ag counter = activates human V1a receptor in oxytocin agonist counter-screen; actives 0.25% (n = 320,000); CHO-V1R cells, Fluo-8 calcium fluorescence, agonist mode; 0% DMSO, 100% 3 nM vasopressin; activation, % at 3 µM; AID 2797;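 active = activation above the mean activation of all tested compounds plus 3 SD, per screening run, cut at about 20% in these data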;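 note: signal is peak over basal fluorescence ratio across a 100 second FLIPR read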
# Target sequence (P37288 whole entry, looked up): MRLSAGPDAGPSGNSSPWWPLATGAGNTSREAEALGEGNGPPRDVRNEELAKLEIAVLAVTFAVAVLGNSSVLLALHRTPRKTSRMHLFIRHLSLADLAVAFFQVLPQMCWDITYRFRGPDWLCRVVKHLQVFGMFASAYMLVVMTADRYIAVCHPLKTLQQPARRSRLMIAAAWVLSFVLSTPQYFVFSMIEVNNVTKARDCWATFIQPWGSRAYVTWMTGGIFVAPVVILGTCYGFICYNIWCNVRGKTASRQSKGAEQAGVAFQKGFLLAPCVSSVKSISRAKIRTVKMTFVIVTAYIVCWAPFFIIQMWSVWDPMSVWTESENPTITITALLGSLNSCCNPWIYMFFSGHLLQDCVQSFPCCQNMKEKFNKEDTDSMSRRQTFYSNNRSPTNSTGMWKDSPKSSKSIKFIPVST
# GPR7 antagonist = human neuropeptides B/W receptor 1 antagonism; GPR7-expressing cells, fluorescence antagonist assay; inhibition, % at 4.4 µM; P48145; AID 1861; actives 1.1% (n = 290,000); in the data active = inhibition above about 16%, passing the limit was not always enough;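 note: cells stimulated with the agonist NPW; 0% = agonist with vehicle and 100% = vehicle without agonist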
# Target sequence (P48145 whole entry, looked up): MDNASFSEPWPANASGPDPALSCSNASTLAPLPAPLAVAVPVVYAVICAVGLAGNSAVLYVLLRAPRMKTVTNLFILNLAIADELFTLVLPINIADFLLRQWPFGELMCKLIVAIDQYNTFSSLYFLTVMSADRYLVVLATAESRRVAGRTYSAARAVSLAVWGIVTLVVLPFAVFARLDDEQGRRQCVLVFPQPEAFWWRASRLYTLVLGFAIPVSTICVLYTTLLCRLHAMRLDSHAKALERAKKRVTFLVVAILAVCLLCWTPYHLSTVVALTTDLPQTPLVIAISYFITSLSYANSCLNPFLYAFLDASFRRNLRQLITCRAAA
# MEKK2mut PB1 HTS = signal of MEK5 binding to mutant human MEKK2 PB1 domain; bead flow cytometry, Alexa488-MEK5 binding to MEKK2 mutant; percent response, % at 10 µM; AID 1530; actives 0.35% (n = 290,000); in the data active = percent response above about 24%, passing the limit was not always enough; note: inactives centre near 1; some results filed as inactive read as strong as hits
# NALP1 inh = inhibitors of NALP1 inflammasome in yeast; actives 0.61% (n = 280,000); inhibition, % at 10 µM; AID 2071; S. cerevisiae NALP1/ASC/caspase-1 growth, X-gal OD620, 72 h; in the data active = inhibition mostly above about 24%, no sharp cut-off; inactive = mostly below about 32%; note: some compounds called inactive have numbers as strong as hits
# OXTR potentiator = potentiates the human oxytocin receptor response; P30559; CHO-OTR cells, Fluo-8 calcium fluorescence, potentiator mode; 0% = oxytocin EC15, 100% = EC100; activation, % at 3 µM; actives 0.061% (n = 320,000); AID 2445;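 active = activation above that plate's cutoff, the mean activation of tested compounds plus 3 SD, cut at about 6.6% in these data, passing the limit was not always enough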;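 note: 100% uses oxytocin at 75 nM as the full agonist control; some results filed as inactive read as strong as hits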
#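 Assay system: CHO cell line stably expressing human OTR | Also added: Oxytocin at about EC15, sub-maximal agonist stimulus | Times: Compound 6 min at room temperature before oxytocin, 100 s read | Measured by: Fluo-8 intracellular calcium fluorescence, ex 470-495, em 515-575 nm | Controls: EC15 oxytocin alone as 0%, 75 nM oxytocin as 100%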
# GalR3 antagonist = human GalR3 antagonism; inhibition, % at 3 µM; HEK293 GalR3-CNG cAMP membrane potential fluorescence; galR3 body fused to GalR1 C-terminus; O60755; actives 0.44% (n = 360,000); AID 651719;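 active = inhibition above the screen-wide average plus 3 SD, cut at about 13% in these data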;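 note: forskolin and galanin both at EC90 stimulate the cells; cAMP rise reported by CNG channel membrane potential dye signal; 0% = forskolin plus galanin with DMSO and 100% = forskolin alone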
# Target sequence (O60755 1-299 limits assumed): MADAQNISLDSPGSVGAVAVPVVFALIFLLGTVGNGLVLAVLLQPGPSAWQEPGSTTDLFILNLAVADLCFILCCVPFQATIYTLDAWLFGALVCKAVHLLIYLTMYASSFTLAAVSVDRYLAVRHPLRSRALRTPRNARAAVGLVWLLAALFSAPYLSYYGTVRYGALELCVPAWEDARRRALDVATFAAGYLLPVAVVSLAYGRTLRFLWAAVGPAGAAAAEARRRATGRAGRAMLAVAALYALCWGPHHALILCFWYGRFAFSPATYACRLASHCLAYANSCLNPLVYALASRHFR
# PfM18AAP inh = PfM18AAP enzyme inhibition. recombinant PfM18AAP, H-Glu-NHMec fluorogenic cleavage. inhibition, % at 7.35 µM. actives 1.2% (n = 290,000). AID 1822;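 active = inhibition above the campaign mean inhibition over all tested compounds plus 3 SD, cut at about 28% in these data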;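 note: 0% = plate median of test compound wells and 100% = 2 mM ZnCl2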
# Starred values were filed as active, the others as inactive; . = no result given.
canonical_smiles	MEKK2wt PB1 HTS	OXTR agonist	V1R ag counter	GPR7 antagonist	MEKK2mut PB1 HTS	NALP1 inh	OXTR potentiator	GalR3 antagonist	PfM18AAP inh
O=C1NC(Nc2nc3ccccc3s2)(C(F)(F)F)C(=O)N1C1CCCCC1 (stereo unspecified)	98.0	1.1	0.5	-16.0	1.0	11.5	-5.0	-1.9	-6.9
COc1ccccc1Nc1ccc(N)cc1	99.0	-0.1	-0.8	-9.2	-1.0	-7.4	-2.7	-4.8	2.4
COc1c(F)c(F)cc2c(=O)c(C(=O)O)cn(C3CC3)c12	102.0	0.8	0.2	13.1	3.0	6.8	-13.1	-9.5	-15.0
Cc1cc(C(=O)N/N=C/c2ccc3c(c2)OCO3)c(C)o1	90.0	2.6	0.6	1.5	-12.0	-13.0	-18.4	-6.7	-10.4
C=CCOc1ccc(C2NC(=O)c3ccccc3O2)cc1OCC (stereo unspecified)	107.0	-0.5	0.1	5.5	12.0	16.8	-8.3	-10.4	0.4
CC(C)C(=O)NC(=S)Nc1ccccc1N1CCN(C(=O)c2ccc(Cl)cc2)CC1	101.0	-0.8	3.5	-13.5	-2.0	-6.1	-6.1	-3.0	-1.7
Cc1ccc(S(=O)(=O)Cc2ccc(C(=O)N3CCC(C)CC3)cc2)cc1	107.0	-0.3	1.6	-4.5	7.0	13.1	-5.1	-0.9	-17.4
CSc1nnc(CSCc2ccc(Cl)cc2Cl)n1-c1ccccc1	97.0	-1.1	0.1	0.2	-3.0	0.6	-7.6	1.5	-9.1
N#Cc1ccc(C(=O)CN2CCN(c3ccccc3)CC2)cc1	100.0	-0.2	0.1	-1.0	2.0	18.7	-6.0	-7.2	0.5
COc1ccc(-c2cc(C(=O)N/N=C/c3sccc3C)c3ccccc3n2)c(OC)c1	113.0	0.4	0.6	-2.1	7.0	41.0*	-8.1	4.3	-8.4
CCOC(=O)C1C(=O)NCC2CCCC21 (stereo unspecified)	94.0	0.3	0.8	5.7	-4.0	15.1	-8.1	2.7	-1.6
CCN(CC)C(=O)Cn1c(C)c(/C=C/c2cc[n+](C)cc2)c2ccccc21	99.0	0.1	0.5	-3.0	-5.0	9.3	-10.0	-5.5	3.9
O=C(NC1CCN(S(=O)(=O)c2ccccc2F)CC1)c1ccco1	99.0	1.3	2.1	-1.4	3.0	9.6	2.6	-8.1	-7.0
CC(Oc1cc(F)ccc1[N+](=O)[O-])C(=O)Nc1ccc(S(=O)(=O)N2CCCC2)cc1 (stereo unspecified)	82.0	1.9	2.4	10.0	-11.0	9.5	-2.8	0.5	1.3
O=C(c1ccccc1)c1ccc(N2CCCC2)cc1	100.0	-1.7	0.6	13.2	2.0	-0.9	-14.5	-8.0	-9.4
O=C(c1cc(F)c(F)c(F)c1F)N1CCN(C(=O)C2CCCO2)CC1 (stereo unspecified)	.	1.0	2.2	.	.	.	-1.8	-6.0	.
O=C(COC(=O)c1ccccc1)NC1CCCCCC1	.	0.6	0.6	.	.	.	6.9	-2.4	.
Cc1[nH]c2ccccc2c1C(=O)Cn1c(=O)oc2ccccc21	101.0	7.5	4.5	0.8	6.0	15.7	-4.2	.	-5.1
Cc1ccc(CN2CC(C(=O)NCCC3=CCCCC3)CC2=O)cc1 (stereo unspecified)	.	-2.4	-0.4	.	.	.	1.1	2.2	.
CCCn1c(C)cs/c1=N\C(=S)Nc1ccccc1	105.0	-2.7	-0.9	-13.3	1.0	20.1	-0.6	-3.5	1.4
Cc1cccc2cc(COC(=O)C(C)C)c(=O)[nH]c12	98.0	1.2	0.6	-15.9	-8.0	-5.5	1.0	-0.2	6.8
O=C(c1c[nH]c(C(=O)C(Cl)(Cl)Cl)c1)c1c(F)cccc1F	103.0	1.6	1.4	18.2	6.0	-14.3	-8.0	-4.9	12.9
O=S(=O)(Nc1cccc(-c2ccc3nncn3n2)c1)c1cc(F)ccc1F	.	0.5	-1.0	.	.	.	-7.6	-2.7	.
O=C1OCCC1Sc1ncnc2sccc12 (stereo unspecified)	108.0	0.9	-1.1	-20.2	2.0	10.4	-4.0	1.2	1.4
COC(=O)C(NC(=O)c1ccccc1C(=O)O)c1ccc2ccccc2c1 (stereo unspecified)	104.0	-0.8	-1.4	-10.3	2.0	7.7	-6.2	-2.7	-5.2
O=[N+]([O-])c1ccccc1/C=N/Nc1nccnc1Cl	100.0	-1.8	5.6	0.5	7.0	-5.8	3.1	-3.2	15.7
Cc1ccc(-c2nc3sc(C#N)c(N)n3c(=O)c2C#N)cc1	91.0	1.1	2.6	-5.5	-6.0	10.3	-7.0	-5.5	16.9
O=C(NC1CCCC1)C(c1ccncc1)N(C(=O)c1csnn1)C1CCCC1 (stereo unspecified)	97.0	-1.5	0.2	-1.3	-3.0	12.3	-5.4	-1.5	18.3
O=C1c2ccccc2C(=O)N1CCc1nc(-c2ccccn2)no1	106.0	0.2	-0.1	-4.3	8.0	15.9	-1.9	-3.4	3.3
COc1ccc(CNC(=O)Oc2ccccc2)cc1Cl	102.0	-2.4	-0.8	-6.6	2.0	21.8	-17.1	-6.1	0.4
CCC(Oc1ccccc1)C(=O)Nc1ccc(C)c(S(=O)(=O)N2CCOCC2)c1 (stereo unspecified)	.	-0.8	-0.7	.	.	.	-3.9	-3.9	.
COc1cc2[nH]c(=S)nc(NCCC(C)C)c2cc1OC	109.0	-0.3	-0.4	1.2	-1.0	-16.2	-5.2	-1.3	2.3
CC1Cc2ccccc2N1CC(=O)Nc1ccc(S(N)(=O)=O)cc1 (stereo unspecified)	97.0	1.5	0.3	-9.3	-1.0	-5.2	5.2	-6.8	1.9
CC1=[N+]([O-])C(C)(C)C(c2ccc(Br)cc2)=[N+]1[O-]	98.0	0.3	-0.5	3.7	-2.0	15.0	-1.0	-12.7	-2.1
CC(=O)N1CCCN(Cc2cn(-c3cc(C)ccc3C)nc2-c2ccccc2)CC1	92.0	0.2	1.7	-5.0	-6.0	6.7	-8.1	0.9	0.8
O=C(COc1ccc(Cl)cc1)NCCSCc1cccc(Cl)c1	108.0	-0.7	-0.6	6.2	3.0	11.3	-6.0	-4.3	-1.8
COc1cc2nc(Nc3ccc(C)c(C)c3)nc(N)c2cc1OC	159.0*	-1.3	0.5	-4.4	28.0*	4.2	-12.4	-14.8	-8.6
COCC(C)N1CCC(n2nccc2NC(=O)CCCc2ccccc2)CC1 (stereo unspecified)	102.0	0.1	-0.8	-7.5	-2.0	13.6	-13.9	-9.4	-10.2
O=C(Nc1ccccn1)c1onc2c1CCCC2	90.0	-1.1	0.1	0.4	-4.0	23.7	-5.1	-9.6	4.4
Cc1ccc2nc(N3CCN(Cc4nnnn4Cc4ccccc4)CC3)c(C#N)cc2c1	98.0	0.6	0.3	-3.7	-1.0	7.2	-6.1	-2.8	0.8
O=C(NC(=S)N(Cc1ccccc1)Cc1ccccc1)C1CCCCC1	108.0	-2.1	-0.2	-14.1	1.0	17.1	-14.9	-4.2	-3.4
Cc1cccc(C)c1NC(=O)CNC(=O)C12CC3CC(CC(O)(C3)C1)C2	.	0.4	-0.4	.	.	.	-0.4	-4.2	.
O=C(NCc1ccc(Cl)cc1)N1CCN(S(=O)(=O)c2ccccc2)CC1	96.0	5.7	5.1	-5.1	0.0	-6.4	-13.7	-10.1	6.7
O=C(Oc1cccc(-n2cnnn2)c1)c1ccccc1Cl	98.0	-1.8	-0.5	-4.5	3.0	14.5	-6.4	7.7	-7.5
CCCCOc1ccc(CSc2nc(C)[nH]c2[N+](=O)[O-])cc1[N+](=O)[O-]	93.0	13.2	10.4	5.0	-19.0	.	-16.9	-4.5	5.7
CCn1c(N)nc2ccccc21	102.0	0.3	0.4	-10.9	4.0	-4.2	-19.9	1.6	5.5
Cc1nc([N+](=O)[O-])c(SCC(O)CCl)n1Cc1ccc(Cl)cc1 (stereo unspecified)	94.0	6.9	7.8	-8.8	-3.0	2.0	-10.2	-6.6	1.6
CC(=O)N(C)c1ccc(OCC(O)Cn2c3ccc(Cl)cc3c3cc(Cl)ccc32)cc1 (stereo unspecified)	104.0	7.1	2.8	3.5	3.0	40.2	-14.5	-8.4	-1.2
COC(=O)c1[nH]c2cc(C)ccc2c1NC(=O)CN1CCN(C(=O)c2ccco2)CC1	107.0	0.6	0.1	-14.8	6.0	5.7	-3.9	-0.5	-2.4
CC1=C(C(=O)Nc2ccccc2C(=O)NC2CCCCC2)SCCO1	91.0	-1.4	-1.2	5.6	-9.0	17.6	-7.9	-5.6	-2.3
O=C(Nc1ccccc1N1CCCC1)c1ccc(Cl)c(S(=O)(=O)N2CCOCC2)c1	.	-2.1	-0.1	.	.	.	-2.8	-3.0	.
O=C1CCC(=O)N(c2ccccc2)N1	105.0	0.1	0.8	-3.4	3.0	20.7	-9.8	-10.8	-17.8
Cc1cc(C)n2[nH]c(=O)c(N=Nc3ccc(S(N)(=O)=O)cc3)c2n1	86.0	0.8	0.8	2.8	-8.0	-19.6	-0.4	3.0	6.3
COc1cccc(-n2cc(CNCc3c(C(=O)N(C)C)nc4ccc(Cl)cn34)cn2)c1	107.0	-0.8	-0.4	-21.8	7.0	15.9	-2.8	-5.3	3.1
COc1ccc2c(c1)c(C(=O)N/N=C/c1cccc(O)c1)c(C)n2C	95.0	-0.5	0.3	-2.4	-2.0	36.0	-6.8	0.1	-1.9
COc1ccc2cc(C(=O)NCCO)sc(=O)c2c1OC	98.0	0.0	2.0	-6.6	1.0	6.4	-3.6	-4.2	2.3
Cc1c(C(=O)OCC(=O)Nc2ccc(S(N)(=O)=O)cc2)oc2c1ccc1ccccc12	95.0	2.0	0.3	17.5	-6.0	-0.9	-0.9	-0.9	6.3
Cc1ccc(C)c(N(C)C(=O)c2coc(=O)c3ccccc23)c1	95.0	-1.1	-0.6	-2.7	0.0	-20.8	-2.7	-0.9	-0.8
Fc1ccccc1Nc1nc(N2CCOCC2)nc(N2CCOCC2)n1	115.0	.	.	-20.0	5.0	19.5	.	-1.4	1.1
COc1ccc(NC(=O)C2CC(=O)N(CCc3ccc(Cl)cc3)C2)cc1 (stereo unspecified)	103.0	1.9	3.7	-6.7	5.0	-4.3	-10.2	-2.3	3.0
Cc1ccc(C(=O)NNC(=O)c2ccc(S(=O)(=O)N3CCCCC3)cc2)cc1	.	1.4	0.9	.	.	.	2.5	-1.3	.
CCN(CC)CCNc1ncnc2c1sc1nc(N3CCCC3)c3c(c12)CC(C)(C)OC3	150.0*	-0.4	-0.3	-9.6	32.0	17.2	-5.5	-2.6	6.3
CC(=O)Nc1ccc(S(=O)(=O)Nc2nnc(C(C)C)s2)cc1	102.0	1.1	0.0	-9.6	5.0	12.5	-10.6	-5.8	-6.0
